Bioassay records as filed in PubChem BioAssay.
LMNA splice mod: modulators of lamin A splicing; Potency, µM (highest dose often 46.1 µM), for inactives: at the top dose ratio change, negative = inhibition, actives largely listed as inhibitors; AID 1487; HeLa LMNA splicing GFP/RFP minigene ratio, 48 h; 0.01% of 200,000 active; active = well fitted inhibition curve with a large enough effect in the signal ratio, with a control signal flat, not every such curve was filed as active; inconclusive = small, poorly fitted or top-dose-only effect, or effect the other way, or a change in a side signal; the % refers to the signal ratio
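Read-out is the ratio of GFP to DsRed2 object intensity, acquired by 488 nm laser-scanning cytometry on HeLa lamin A-EGFP minigene reporter cells. Compound incubation 48 hrs at 37 °C in Opti-MEM with 2% FBS; DMSO 0.5% final.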
RECQ1 helicase: inhibitors of human RECQ1 DNA helicase; Potency, µM (top dose mostly 57.3 µM), for the others: top-dose activity, negative = inhibition, hits mostly inhibitors; 0.54% of 240,000 active; P46063; RECQ1 DNA unwinding, red fluorescence kinetic read; active = well fitted inhibition curve with a large enough effect; inconclusive = small, poorly fitted or top-dose-only effect;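 also: plate controls were vehicle for no effect and no enzyme for full effect; nearly all actives have a fitted effect of over 30% in size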
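50 nM RECQ1T1 preincubated 15 min with compound in Tris pH 8.0 buffer with MgCl2, DTT, Tween-20 and 2.5 ug/ml poly(dI-dC); started with 200 nM TAMRA/BHQ-2 forked duplex and 2 mM ATP. Unwinding read as fluorescence (525/598 nm), two reads 2 h apart.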
ALDH1A1 block: inhibitors of human aldehyde dehydrogenase 1A1; Potency, µM (titrated, usually from 75.3 µM), inactives show at the top dose activity, negative = inhibition, hits mostly inhibitors; 7.3% of 220,000 active; Purified ALDH1A1, NADH fluorescence, propionaldehyde substrate; active = well fitted inhibition curve with a large enough effect, not every such curve was filed as active; inconclusive = small, poorly fitted or top-dose-only effect, or another doubt; inactive = no such curve, though single readings can be large or run the other way;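 also: plate controls were no enzyme wells and a reference inhibitor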
Target sequence (P00352 whole entry, looked up): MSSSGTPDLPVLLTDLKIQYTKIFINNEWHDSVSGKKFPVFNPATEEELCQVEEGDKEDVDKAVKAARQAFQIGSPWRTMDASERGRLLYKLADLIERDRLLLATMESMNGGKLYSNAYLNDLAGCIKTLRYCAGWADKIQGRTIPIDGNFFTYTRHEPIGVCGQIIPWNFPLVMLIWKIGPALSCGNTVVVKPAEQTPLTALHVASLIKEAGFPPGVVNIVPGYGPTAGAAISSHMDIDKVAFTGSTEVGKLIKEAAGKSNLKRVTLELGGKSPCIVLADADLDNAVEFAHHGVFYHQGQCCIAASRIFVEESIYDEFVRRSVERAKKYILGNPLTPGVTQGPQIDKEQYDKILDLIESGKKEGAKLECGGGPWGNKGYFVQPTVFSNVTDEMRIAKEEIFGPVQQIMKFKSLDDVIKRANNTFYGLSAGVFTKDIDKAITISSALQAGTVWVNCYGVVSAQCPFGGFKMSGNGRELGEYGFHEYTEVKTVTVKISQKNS
An asterisk follows results filed as active; i = inactive; ? = inconclusive. Unless noted, % is scaled to controls: 0 for no effect and ±100 for the full control effect; potency is read from the fitted curve at half-maximal effect.

SMILES	LMNA splice mod	RECQ1 helicase	ALDH1A1 block
COc1ccc(CNc2nc(-c3cccc(C#N)c3)nc3ccccc23)c(OC)c1	16%	i	?
CN(C)Cc1ccccc1-c1cc(N(C)Cc2ccco2)ncn1	0%	-11%	?
CN(C)C(=O)c1ccc(-c2ccc3ncnc(N4CCOCC4)c3c2)cc1	?	4%	-13%
COc1cccc(Cn2c(=O)c(C)nc3cnc(Nc4ccccc4)nc32)c1	?	-4%	-4%
CCNc1ncc2nc(-c3cn(C)c4ccccc34)c(=O)n(C)c2n1	?	0%	?
Cc1cnc(CNc2ncnc3ccc(-c4c(C)noc4C)cc23)cn1	7.1µM*	-5%	-8%
CN1CCN(c2ncc3nc(-c4cc(F)cc(F)c4)c(=O)n(CCc4ccccc4)c3n2)CC1	11%	-5%	?
CN(C)c1ncc2nc(-c3cc(F)cc(F)c3)c(=O)n(CCC#N)c2n1	2%	i	11%
COCCNc1ncnc2ccc(-c3ccc(N(C)C)cc3)cc12	-3%	-9%	?
COCCn1c(=O)c(-c2cccc(C#N)c2)nc2cnc(OC)nc21	-5%	i	?
Cn1c(=O)c(-c2ccc(Cl)cc2)nc2cncnc21	6%	-1%	-5%
O=c1c(-c2cccs2)nc2cnc(Oc3ccccc3)nc2n1Cc1cccs1	-7%	-16%	?
COc1ccc(-c2nc3cnc(N4CCOCC4)nc3n(C[C@H]3CCCO3)c2=O)cc1	-9%	-3%	?
COc1ccc(CNc2ncncc2-c2ccc(N(C)C)cc2)c(OC)c1	?	-7%	?
Cc1cccc(CNc2ccnc(-c3ccccc3C(F)(F)F)n2)c1	?	-7%	7%
Cc1noc(C)c1-c1ccc2ncnc(NC3CCNCC3)c2c1	?	7%	?
Cc1noc(C)c1-c1nc(Nc2ccccc2)c2ccccc2n1	0%	-3%	?
COc1ccc(-c2nc3cnc(N4CCOCC4)nc3n(C)c2=O)cc1	?	-1%	22%
COCCn1c(=O)c(C)nc2cnc(N(C)C)nc21	-13%	-3%	?
Cc1nc2cnc(N3CCOCC3)nc2n(C)c1=O	0%	0%	?
Fc1ccc(Nc2ccnc(-c3ccc4c(c3)OCO4)n2)cc1	?	-2%	-6%
COc1cccc(Nc2ncc3nc(-c4cccs4)c(=O)n(CCC#N)c3n2)c1	11%	-5%	13%
COc1ccccc1-c1nc(N(C)Cc2ccco2)c2ccccc2n1	?	-2%	0%
CN1CCN(c2ncncc2-c2cccnc2)CC1	1%	2%	?
Cc1noc(C)c1-c1ccc2ncnc(NCc3cccs3)c2c1	?	3%	?
COc1ncc2nc(C)c(=O)n(Cc3ccc(F)cc3)c2n1	-8%	1%	-1%
COCCn1c(=O)c(-c2ccc(Cl)cc2)nc2cnc(N3CCOCC3)nc21	14%	i	?
Cc1noc(C)c1-c1nc(NC2CCNCC2)c2ccccc2n1	?	1%	-1%
N#Cc1ccccc1-c1ccc2ncnc(NCc3cccnc3)c2c1	18%	-13%	?
COc1cccc(Cn2c(=O)c(-c3ccc(Cl)cc3)nc3cnc(OC)nc32)c1	?	i	?
CN(C)c1ncc2nc(-c3ccccc3)c(=O)n(CCc3ccccc3)c2n1	?	-13%	?
Cn1c(=O)c(-c2cccs2)nc2cnc(N3CCNCC3)nc21	-12%	-11%	?
COCCn1c(=O)c(-c2ccccc2)nc2cnc(Oc3ccc(OC)cc3)nc21	?	-11%	?
CN(C)c1ncc2nc(-c3cc(F)cc(F)c3)c(=O)n(Cc3ccc(F)cc3)c2n1	13%	11%	-5%
COCCn1c(=O)c(-c2cn(C)c3ccccc23)nc2cnc(Oc3cccc(Cl)c3)nc21	13%	i	0%
CN1CCN(c2ncnc3ccc(-c4ccc(C(=O)N(C)C)cc4)cc23)CC1	-8%	i	7%
COc1ccccc1-c1nc(NCc2cccnc2)c2ccccc2n1	?	-4%	?
COc1cccc(-c2ccc3ncnc(NCc4ccccc4)c3c2)c1	?	7%	?
COCCn1c(=O)c(-c2cccc(C#N)c2)nc2cnc(Oc3ccc(OC)cc3)nc21	-24%	-4%	?
Cc1ccccc1-c1ccc2ncnc(N(C)C)c2c1	?	-2%	?

Record cards, as listed above:
CN1CCN(c2ncncc2-c2cccnc2)CC1 is listed with LMNA splice mod: 1%; RECQ1 helicase: 2%; ALDH1A1 block: ?
Fc1ccc(Nc2ccnc(-c3ccc4c(c3)OCO4)n2)cc1 is listed with LMNA splice mod: ?; RECQ1 helicase: -2%; ALDH1A1 block: -6%
Cc1noc(C)c1-c1nc(NC2CCNCC2)c2ccccc2n1 is listed with LMNA splice mod: ?; RECQ1 helicase: 1%; ALDH1A1 block: -1%

Going on with the list:
SMILES	LMNA splice mod	RECQ1 helicase	ALDH1A1 block
COc1ccccc1CNc1ncnc2ccc(-c3ccc(C(=O)N(C)C)cc3)cc12	?	-3%	?
O=c1cnc2cnc(N3CCOCC3)nc2n1Cc1cccs1	16%	i	?
COc1ccc(-c2nc3cnc(OC)nc3n(CCc3ccccc3)c2=O)cc1	0%	-7%	?
CS(=O)(=O)Nc1cccc(-c2cc(Nc3ccccc3)ncn2)c1	-5%	i	1%
N#Cc1cccc(-c2nc3cnc(Oc4cccc(Cl)c4)nc3n(C3CC3)c2=O)c1	?	i	25µM*
COc1ccc2[nH]cc(CCNc3ncnc4ccc(-c5ccccc5OC)cc34)c2c1	?	i	5%
CN(C)c1ncc2nc(-c3cc(F)cc(F)c3)c(=O)n(-c3ccccc3)c2n1	5%	i	18%
CN1CCN(c2ncc3nc(-c4ccccc4)c(=O)n(CCc4ccccc4)c3n2)CC1	?	-4%	?
CNc1ccnc(-c2cccc(NS(C)(=O)=O)c2)n1	-2%	i	20%
COCCn1c(=O)cnc2cnc(N3CCN(C)CC3)nc21	3%	i	?
CN(C)C(=O)c1ccc(-c2cc(NCc3ccccc3)ncn2)cc1	-5%	-7%	?
CN(C)c1nc(-c2ccc3c(c2)OCO3)nc2ccccc12	?	-3%	-5%
COc1ccc(CNc2cc(-c3ccccc3OC)ncn2)c(OC)c1	?	i	1%
CN1CCN(c2ncnc3ccc(-c4cccnc4)cc23)CC1	?	i	17%
COc1ccccc1CNc1cc(-c2ccccc2Cl)ncn1	?	-7%	-7%
COc1ccccc1-c1nc(NCCc2cnc[nH]2)c2ccccc2n1	?	2%	5%
COc1ccccc1CNc1ncnc2ccc(-c3ccccc3C#N)cc12	?	-15%	?
CS(=O)(=O)Nc1cccc(-c2ccc3ncnc(NCc4cccs4)c3c2)c1	?	0%	-4%
COc1cccc(-c2nc(NCCN3CCOCC3)c3ccccc3n2)c1	-23%	i	2%
O=c1c(-c2cc(F)cc(F)c2)nc2cnc(N3CCOCC3)nc2n1Cc1cccs1	8%	-3%	1%
Cc1noc(C)c1-c1cncnc1-n1ccnc1	0%	i	8%
COCCn1c(=O)c(C)nc2cnc(N3CCOCC3)nc21	2%	-6%	?
COCCn1c(=O)c(-c2cccs2)nc2cnc(N3CCN(C)CC3)nc21	-22%	i	?
CN(C)c1ncc2nc(-c3ccc(Cl)cc3)c(=O)n(CCC#N)c2n1	2%	i	?
Cn1c(=O)c(CCc2ccccc2)nc2cnc(N3CCOCC3)nc21	-2%	-7%	?
O=c1cnc2cncnc2n1Cc1ccccc1	?	-3%	4µM*
COc1ccc(CNc2ncncc2-c2ccc(C(=O)N(C)C)cc2)c(OC)c1	1%	i	4%
COCCn1c(=O)c(C)nc2cnc(Oc3cccc(Cl)c3)nc21	-4%	i	?
COc1ccc(CNc2nc(-c3c(C)noc3C)nc3ccccc23)c(OC)c1	16%	i	?
COc1ccccc1-c1nc(NCCN2CCOCC2)c2ccccc2n1	1%	i	-16%
Cn1c(=O)c(-c2cccc(F)c2)nc2cncnc21	-1%	i	?
CNc1cc(-c2ccccc2C)ncn1	3%	i	4%
COc1ccccc1CCn1c(=O)c(-c2ccc(F)c(F)c2)nc2cncnc21	4%	i	3%
FC(F)(F)c1ccccc1-c1ccc2ncnc(NCc3cccs3)c2c1	?	-10%	?
CC(=O)NCCNc1ncnc2ccc(-c3ccccc3C(F)(F)F)cc12	-3%	-1%	-8%
CNc1nc(-c2c(C)noc2C)nc2ccccc12	-3%	4%	7%
c1ccc2c(NCCN3CCOCC3)nc(-c3ccc4c(c3)OCO4)nc2c1	-14%	-2%	1%
COc1ccc2[nH]cc(CCNc3cc(-c4ccccc4C)ncn3)c2c1	?	i	-6%

Laid out differently: entries from further up
Values run as follows: LMNA splice mod | RECQ1 helicase | ALDH1A1 block
> CNc1cc(-c2ccccc2C)ncn1
→ 3% | i | 4%
> FC(F)(F)c1ccccc1-c1ccc2ncnc(NCc3cccs3)c2c1
→ ? | -10% | ?
> COCCn1c(=O)c(C)nc2cnc(Oc3cccc(Cl)c3)nc21
→ -4% | i | ?
> Cn1c(=O)c(-c2ccc(Cl)cc2)nc2cncnc21
→ 6% | -1% | -5%
> CN(C)c1ncc2nc(-c3cc(F)cc(F)c3)c(=O)n(CCC#N)c2n1
→ 2% | i | 11%
> N#Cc1cccc(-c2nc3cnc(Oc4cccc(Cl)c4)nc3n(C3CC3)c2=O)c1
→ ? | i | 25µM*

This is a subset. The share of hits here may be higher or lower than overall.
